FEN1 inhibitor = blocks human flap endonuclease 1 | Recombinant FEN1 flap cleavage, fluorescence, 15 min | Potency, µM (highest dose often 114 µM), inactives show at the highest dose activity change, negative = inhibition, hits mostly inhibitors | 390,000 compounds, 0.35% hits | AID 588795; also: nearly all actives have a fitted effect of over 65% in size
Target sequence (P39748 whole entry, looked up): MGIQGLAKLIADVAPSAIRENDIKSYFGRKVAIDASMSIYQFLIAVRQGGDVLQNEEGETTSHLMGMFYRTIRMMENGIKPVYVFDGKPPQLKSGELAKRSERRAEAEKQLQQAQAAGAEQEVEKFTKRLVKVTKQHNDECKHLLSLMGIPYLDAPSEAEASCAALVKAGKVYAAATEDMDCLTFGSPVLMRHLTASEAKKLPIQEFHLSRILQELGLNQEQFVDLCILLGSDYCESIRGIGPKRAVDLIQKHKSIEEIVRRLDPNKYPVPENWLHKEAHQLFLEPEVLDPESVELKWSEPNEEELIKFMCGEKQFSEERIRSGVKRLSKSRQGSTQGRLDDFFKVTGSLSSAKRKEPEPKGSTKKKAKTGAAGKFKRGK
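Steps: FEN1 (10 nM) dispensed; compound added by pin tool; 15 min at room temperature; substrate added to 50 nM final; reads at 0 min and 15 min; data normalized and fitted (four-parameter Hill).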
TDP1 block = TDP1 (human) enzyme inhibition; 350,000 compounds, 0.28% hits; recombinant TDP1, AlphaScreen DNA substrate cleavage; AID 485290; Q9NUW8; Potency, µM (top dose mostly 130 µM), for inactives: top-dose activity change, negative = inhibition, usual class: inhibitors; also: nearly all actives have a fitted effect of over 40% in size
Target sequence (Q9NUW8 whole entry, looked up): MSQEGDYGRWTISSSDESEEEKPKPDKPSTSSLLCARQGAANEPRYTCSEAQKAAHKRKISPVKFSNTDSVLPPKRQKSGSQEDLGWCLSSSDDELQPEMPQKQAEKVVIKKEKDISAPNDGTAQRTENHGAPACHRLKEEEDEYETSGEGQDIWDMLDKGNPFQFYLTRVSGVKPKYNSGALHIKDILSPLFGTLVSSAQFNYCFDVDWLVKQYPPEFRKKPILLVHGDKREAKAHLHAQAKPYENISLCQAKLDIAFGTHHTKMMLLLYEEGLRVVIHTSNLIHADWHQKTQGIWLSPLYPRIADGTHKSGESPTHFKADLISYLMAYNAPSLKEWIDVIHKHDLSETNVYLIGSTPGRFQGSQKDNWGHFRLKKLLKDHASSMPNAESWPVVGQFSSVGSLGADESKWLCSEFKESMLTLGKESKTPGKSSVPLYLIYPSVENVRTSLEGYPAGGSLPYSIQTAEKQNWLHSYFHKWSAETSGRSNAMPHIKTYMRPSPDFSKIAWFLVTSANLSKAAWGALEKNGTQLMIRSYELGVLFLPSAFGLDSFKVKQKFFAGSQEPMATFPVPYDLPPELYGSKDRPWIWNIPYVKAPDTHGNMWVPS
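Tdp1 1 nM final; 15 min RT w/ cpd; substrate 15 nM, 5 min; beads 10 ug/ml, 10 min; AlphaScreen read. Neg ctrl: no enzyme.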
N370S GC = N370S glucocerebrosidase modulation, Gaucher chaperone candidate. N370S GC spleen homogenate, 4MU-glucoside fluorescence. Potency, µM (doses to about 59.4 µM), without a hit: top-dose activity change, negative = inhibition, usual class: inhibitors. 330,000 compounds, 0.092% hits;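 also: 0% = full enzyme activity and -100% = no enzyme basal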
* marks the source's active call; other numbers are inactive results; ? = inconclusive; . = no result given; & = joins results of further samples; [ ] = dose if it differs, or a comment. Calls follow the shape of the dose curve; as a rule, active = well fitted curve in the direction sought with a large enough effect; inconclusive = small, poorly fitted or top-dose-only effect, or another doubt; inactive = no such curve, though single readings can be large; an effect the other way counts as inactive or inconclusive. Unless noted, % is scaled to controls: 0 for no effect and ±100 for the full control effect; potency is read from the fitted curve at half-maximal effect.

SMILES | FEN1 inhibitor | TDP1 block | N370S GC
CN(c1ccc(C(=O)Nc2cccnc2)cc1)S(C)(=O)=O | 9% | 3% | -4%
COC(=O)C1=C(C)N(Cc2ccccc2)C(=O)N[C@H]1c1ccc(Br)cc1 | 2% | 5% | 11%[12.8 µM]
CCOc1cc(/C=C2\SC(=N)N(c3nonc3N)C2=O)ccc1OCCN1CCOCC1 | ? | 3% | ?
CC1CCCC(C)N1C(=S)SCC(=O)O (stereo not drawn) | 5% | 3% | 1%
Cc1ccc(NC(=O)COc2coc(CN3CCc4ccccc4C3)cc2=O)c(C)c1 | 1% | 0% | 2%
COc1ccc(/C=C/C(=O)NC(=S)Nc2ccc(S(N)(=O)=O)cc2)cc1OC | 1% | . | -13%
S=c1[nH]nc(COc2ccccc2)n1/N=C/c1cccnc1 | 5% | 2% | 4%
Cc1cc(C)cc(-n2cnc3cc(C(=O)NC4CCCCCC4)ccc32)c1 | -12% | 5% | .
Cc1cnc(C(=O)OCC(=O)N2CCc3ccccc3C2)cn1 | -2% | 4% | 1%
Cc1nc(SCc2ccccc2)[nH]c(=O)c1CC(=O)OCC(C)C | -15% | . | 0%
CC(=O)c1ccc(NC(=O)c2ccc(N3C(=O)c4cccnc4C3=O)cc2)cc1 | 1% | -18% | -1%
Cc1cc(=O)[nH]c(N2CCCC2)n1 | -9% | 0% | 5%
Nc1ccc(-c2sc(N)nc2-c2ccccc2)cc1 | 9% | 6% | -3%
C=C(c1ccccc1)c1ccccc1N | 1% | -4% | -8%
O=C(CSc1nc2ncc(Cl)cc2[nH]1)c1c[nH]c2ccccc12 | -15% | 3% | -15%
CN(CC(=O)Nc1c(Cl)cccc1Cl)CC(=O)N(C)C1(C#N)CCCCC1 | 10% | 2% | .
COC(=O)C(/C=C/C(C)Cc1cc(Br)cc(OCc2ccccc2)c1OC)OCc1ccccc1 (stereo not drawn) | . | -3%[21 µM] | 24%[12.8 µM]
C=CCN(C(=O)Nc1ccc2oc(C)nc2c1)c1ccccc1 | 2% | 3% | 0%
CCOC(=O)C1=C(COC(=O)CCC(=O)c2ccc(C)cc2)NC(=O)NC1C (stereo not drawn) | 0% | 0% | .
CC1CC(C)CN(C(=O)c2cc3ccccc3o2)C1 (stereo not drawn) | -3% | . | -1%
C/C(=N/NC(=O)CNC(=O)c1cccs1)c1ccco1 | 3% | 1% | 0%
CCOc1ccc2nc(SCC(=O)NC(=O)NCc3ccco3)sc2c1 | -3% | 3% | -29%
Cc1ccc2[nH]c(C(=O)O)c(-c3ccccc3)c2c1 | -14% | 9% | 4%
COc1ccc2c(c1)sc1ncc(C(=O)NCc3cccc(C)c3)c(=O)n12 | -10% | -1% | .
Cc1ccc(C)c(/C=C2\N=C(c3ccccc3F)OC2=O)c1 | 8% | 0% | -3%

Sorted by molecular weight (falling): 13 of the compounds above.
SMILES | FEN1 inhibitor | TDP1 block | N370S GC
COC(=O)C(/C=C/C(C)Cc1cc(Br)cc(OCc2ccccc2)c1OC)OCc1ccccc1 (stereo not drawn) | . | -3%[21 µM] | 24%[12.8 µM]
COc1ccc(/C=C/C(=O)NC(=S)Nc2ccc(S(N)(=O)=O)cc2)cc1OC | 1% | . | -13%
COC(=O)C1=C(C)N(Cc2ccccc2)C(=O)N[C@H]1c1ccc(Br)cc1 | 2% | 5% | 11%[12.8 µM]
CC(=O)c1ccc(NC(=O)c2ccc(N3C(=O)c4cccnc4C3=O)cc2)cc1 | 1% | -18% | -1%
COc1ccc2c(c1)sc1ncc(C(=O)NCc3cccc(C)c3)c(=O)n12 | -10% | -1% | .
Cc1cc(C)cc(-n2cnc3cc(C(=O)NC4CCCCCC4)ccc32)c1 | -12% | 5% | .
O=C(CSc1nc2ncc(Cl)cc2[nH]1)c1c[nH]c2ccccc12 | -15% | 3% | -15%
S=c1[nH]nc(COc2ccccc2)n1/N=C/c1cccnc1 | 5% | 2% | 4%
CN(c1ccc(C(=O)Nc2cccnc2)cc1)S(C)(=O)=O | 9% | 3% | -4%
Nc1ccc(-c2sc(N)nc2-c2ccccc2)cc1 | 9% | 6% | -3%
CC1CC(C)CN(C(=O)c2cc3ccccc3o2)C1 (stereo not drawn) | -3% | . | -1%
CC1CCCC(C)N1C(=S)SCC(=O)O (stereo not drawn) | 5% | 3% | 1%
Cc1cc(=O)[nH]c(N2CCCC2)n1 | -9% | 0% | 5%

Next section:
SMILES | FEN1 inhibitor | TDP1 block | N370S GC
O=c1oc(-c2cc3ccccc3o2)nc2sc3c(c12)CCCC3 | -4% | 0% | 0%
Cn1c(=O)c2c(nc(CN3CCc4ccccc4C3)n2Cc2ccccc2)n(C)c1=O | -15% | 7% | 6%
O=C(COc1ccc(S(=O)(=O)N2CCOCC2)cc1)NC1CCCC1 | -8% | 0% | 2%
Cc1c(NC(=O)[C@@H](NC(=O)c2ccc(Cl)c([N+](=O)[O-])c2)C(C)C)c(=O)n(-c2ccccc2)n1C | -5% | 1% | .
COc1ccc(Cc2nnc(SCC(=O)c3cccc([N+](=O)[O-])c3)n2C)cc1 | 10% | 6% | 5%
Cc1ccc(C)c(NC(=O)CSc2nnc(CNC(=O)c3ccco3)n2C)c1 | -7% | 0% | -3%
Cc1ccc(CN2CC(C(=O)N3CCN(S(=O)(=O)c4c(F)cccc4F)CC3)CC2=O)cc1 (stereo not drawn) | 13% | -9% | 1%
NCCc1cnc[nH]1 | 13%&-9% | 8% | 12%&9%&5%&2%&16%&-2%
Cc1ccc(N2C(=O)c3ccc(N)cc3C2=O)cc1C | -20% | -4% | 5%
Cc1ccc(NC(=O)c2ccc3oc(=O)c(S(=O)(=O)c4ccccc4)cc3c2)cc1C | -10% | 1% | .
OC1(CNCc2cn[nH]c2-c2cc3ccccc3o2)CCCCC1 | -1% | 6% | -23%
COc1cccc(NC(=O)C(C)(C)C)c1 | -8% | . | -1%
Cc1cccc(NC(=O)c2ccc(Cl)c(S(=O)(=O)N3CCCC3)c2)n1 | 4% | 3% | -2%
Cc1n[nH]c(C)c1S(=O)(=O)N1CCCC(C(=O)Nc2ccc(Cl)cc2)C1 (stereo not drawn) | -9% | 0% | .
Cc1cccc(OCC(=O)N2CCN(c3nnc(-c4ccccc4)c4ccccc34)CC2)c1 | 9% | 0% | 9%
COc1cccc(NC(=O)COC(=O)C2=NN(c3ccccc3)C(=O)CC2)c1 | -4% | 2% | .
COc1ccc(Cn2c(=O)[nH]c3cc(C(=O)N4CCN(Cc5ccccc5)CC4)ccc3c2=O)cc1 | -22% | 10% | -15%
CNC(=O)C1CCC(Cn2c(=O)c3sccc3n(CC(=O)N3CCCC(C)C3)c2=O)CC1 (stereo not drawn) | -1% | 1% | .
Cc1ccc(S(=O)(=O)n2cccc2CO)cc1 | -2% | 1% | -6%
Cc1sc2nc(CSCC(=O)N(CCC#N)c3ccccc3F)[nH]c(=O)c2c1C | 1% | 2% | -6%
COc1ccc(C)cc1S(=O)(=O)N(CC(=O)O)c1ccc(C)cc1 | 8% | 4% | -12%
CC(C)CCNC(=O)NC(=O)COC(=O)CNC(=O)C1CCCCC1 | 20% | 6% | -19%
O=C(NC1CCCc2ccccc21)C1CCCO1 (stereo not drawn) | -14% | -2% | -14%
O=C1OCCN1CCN(CN1C(=O)CCC1=O)CN1C(=O)CCC1=O | 0% | 0% | -3%
CCN(CC)c1cc(C)c2cc(NC(=O)c3cccc(F)c3)ccc2n1 | -23% | 12% | .
SMILES | FEN1 inhibitor | TDP1 block | N370S GC
CCc1cccc(NC(=O)Cn2ccn3nc(-c4ccc(OC)c(OC)c4)cc3c2=O)c1 | 0% | 6% | .
C/C=C(/C)C(=O)Nc1cccc(C2=NOC3(C2)C[C@@H](C(N)=O)N(C(=O)C2(C)CC2)C3)c1 (stereo partly drawn) | 19% | 2% | 0%
Cc1cc(Cl)ccc1OCCCC(=O)N1CCOCC1 | 8% | 0% | 4%
C=C1CCN(Cc2ccc(OC)cc2)S(=O)(=O)c2ccccc21 | -21% | -1% | -2%
COc1cccc(N(C(=O)Cn2nnc(-c3cccs3)n2)C(C(=O)NC2CCCCC2)c2ccncc2)c1 (stereo not drawn) | -6% | -5% | -5%
CCCCC1=CC2=C(c3ccco3)C(=O)C(C)(OC(=O)c3ccc(OC)cc3)C(=O)C2=CN1CCCCO (stereo not drawn) | 1% | -1%[12.3 µM] | 20%[12.8 µM]
COc1ccc(/C=N/NC(=O)c2ccc3c(c2)OCCO3)c(OC)c1 | -7% | 5%[56.1 µM] | -4%
CC(C)(Oc1ccc(Cl)cc1)C(=O)NCc1ccco1 | -12% | 0% | 3%
CCCCCCCC(=O)O | 3% | 2%&10%&9% | 4%&-5%
CCN(C(=O)CSc1ncc2c(n1)-c1cc(Cl)ccc1N(Cc1ccccc1)S2(=O)=O)c1cccc(C)c1 | -9% | 3% | .
O=C(COc1cccc(C(F)(F)F)c1)Nc1ccc2[nH]ncc2c1 | -1% | 1% | -19%
O=C(N/N=C/c1ccc2c(c1)OCO2)c1sc2cccc(Cl)c2c1Cl | 0% | 3% | 7%
Cc1cc(NC(=O)CSc2nnnn2-c2ccccc2F)no1 | -3% | . | -4%
CCCCSc1nc(O)c(C2OC(=O)c3c2ccc(OC)c3OC)c(=O)n1C (stereo not drawn) | 11% | -1% | 4%
CCCCC(=O)NC(=S)Nc1cccc(Cl)c1N1CCCCC1 | -14% | 0% | -1%
Cc1ccc(-n2c(SCC(=O)N3CCOCC3)nc(O)cc2=O)cc1 | 10% | 5% | -1%
CC1(C(=O)NC2CCCCC2)CCC(=O)N1Cc1cccs1 (stereo not drawn) | -2% | 9% | 2%
COc1ccc(N(CC(=O)Nc2ccc(F)c(F)c2)S(=O)(=O)c2c(C)n[nH]c2C)cc1 | -16% | -7% | -8%
O=C(CCl)NCCCN(C(=O)C(Cl)Cl)c1ccc([N+](=O)[O-])cc1 | 32% | 7% | -3%
CC(C)OC(=O)C1C(=O)CC(C)(O)C(C(=O)OC(C)C)C1c1cccc(O)c1 (stereo not drawn) | -4% | 5% | 1%
Cc1ccc(NC(=O)CN2C(=O)COc3ccc(S(=O)(=O)Nc4ccccc4)cc32)c(C)c1 | 9% | 6% | .
CCOC(=O)c1c(C)n(C)c2ccc(OC(=O)c3ccc([N+](=O)[O-])cc3)cc12 | -8% | 3% | 5%
CCOC(=O)Cn1cc(C#N)c2ccccc21 | -2% | 6% | 4%
O=C(Nc1nccs1)c1ccc(N2C(=O)[C@@H]3[C@H](C2=O)[C@H]2C=C[C@@H]3C2)cc1 | 9% | 0% | -1%
CC(=O)c1ccc(NC(=O)C2CCC(C)NC2=O)cc1 (stereo not drawn) | -5% | -1% | -5%
SMILES | FEN1 inhibitor | TDP1 block | N370S GC
Cc1nn(CC(=O)N2CCN(C34CC5CC(CC(C5)C3)C4)CC2)c(C)c1[N+](=O)[O-] | 4% | -9% | -2%
COc1ccc(NC(=O)c2cccc(N3CCCS3(=O)=O)c2)c(OC)c1 | -2% | 3% | .
Cc1ccc(OCC(=O)NCCNC(=O)c2ccco2)cc1C | -3% | 1%[0.0935 µM] | -4%
O=C(CSc1nc2ccccc2c(=O)n1-c1ccc(F)c(Cl)c1)Nc1cccc(S(=O)(=O)N2CCOCC2)c1 | 3% | 3% | -15%
COc1ccc2cc(S(=O)(=O)N3CCCCCC3)ccc2c1 | -20% | 3% | -1%
Cc1cc2oc(=O)c(CC(=O)NCCCN(C)C)c(C)c2c2occ(C(C)(C)C)c12 | -14% | . | -9%
COc1ccc(C(=O)/C=C/c2ccccc2)c(OC)c1 | -19% | 4% | 15%
N#Cc1cc2c(nc1SCC(=O)N1CCCCC1)CCCC2 | -6% | 9% | 21%
CCC(C)NC(=O)CCNS(=O)(=O)c1ccc(Br)cc1 (stereo not drawn) | -8% | 9% | 4%
CCNC(=S)N1CCC(NC(=O)C2CCCCC2)CC1 | 11% | -4% | -11%
Cc1cc(C)n2nc(SCC(=O)Nc3ccc(O)cc3)nc2n1 | -3%&-4% | 6% | 2%
C[C@H](CO)N1C[C@H](C)[C@@H](CN(C)C)Oc2c(NC(=O)c3ccncc3)cccc2C1=O | 16% | 0% | .
COc1ccc(/C=N/n2cncn2)cc1COc1ccc(NC(C)=O)cc1 | -13% | 9% | -8%
Cc1ccc(CNC(=O)C2CCCN2S(=O)(=O)c2ccc(Cl)cc2)cc1 (stereo not drawn) | -19% | . | -2%
Cc1ccc(C(=O)CSc2nnc(CNc3ccc(C)cc3C)o2)cc1 | -11% | 4% | 4%
CN(CCC#N)C(=S)Nc1ccc(F)cc1 | -14% | -6% | 2%
CCC1CCCCN1CCCNC(=O)Cn1c2ccccc2c2nc(=O)cc(C)n21 (stereo not drawn) | 1% | 1% | -3%
CCOC(=O)C(CCCCCCC(NC(C)=O)(C(=O)OCC)C(=O)OCC)(NC(C)=O)C(=O)OCC | 5% | . | -16%
CC(=O)Nc1ccc(NC(=O)C/C(C)=N/NC(=O)C(=O)Nc2ccc(C)c(Cl)c2)cc1 | 3% | 3% | -7%
CN(C)c1nc(OCCNC(=O)COc2ccc(Cl)cc2Cl)nc(N2CCOCC2)n1 | 5% | 4% | 5%
CC(C)NC(=O)NC(=O)CN1C(=O)NC(Cc2c[nH]c3ccccc23)C1=O (stereo not drawn) | 24% | 0% | -9%
